Screening results: PubChem BioAssay, several laboratories
Scp1 inh: Scp-1 (human) phosphatase inhibition | 340,000 tested, 0.88% active | inhibition, % at 20 µM | Recombinant Scp1, phosphopeptide, malachite green phosphate absorbance | AID 493091 | Q9GZU7;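 active = inhibition above about 50% at 20 µM, limit read from the data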;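 note: plate controls were DMSO wells with enzyme for no effect and wells lacking enzyme for full effect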
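System: SCP-1 catalytic domain; Reagent: Phospho 17-mer peptide substrate; Doses: one concentration, 20 µM, with 1.0% DMSO; Incubation: 45 min room-temperature reaction, 5 min colour, 30 min stabiliser; Signal: Phosphate-binding colour reagent, absorbance read at 630 nm.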
STEP inh: STEP (human) phosphatase inhibition; 360,000 tested, 0.25% active; recombinant STEP, OMFP fluorogenic substrate, fluorescence; P54829; inhibition, % at 20 µM;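 active = inhibition at 20 µM, scaled per plate between control wells, above about 37%, limit read from the data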;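 note: 0% = DMSO with enzyme and substrate and 100% = substrate only without enzyme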
Target sequence (P54829 whole entry, looked up): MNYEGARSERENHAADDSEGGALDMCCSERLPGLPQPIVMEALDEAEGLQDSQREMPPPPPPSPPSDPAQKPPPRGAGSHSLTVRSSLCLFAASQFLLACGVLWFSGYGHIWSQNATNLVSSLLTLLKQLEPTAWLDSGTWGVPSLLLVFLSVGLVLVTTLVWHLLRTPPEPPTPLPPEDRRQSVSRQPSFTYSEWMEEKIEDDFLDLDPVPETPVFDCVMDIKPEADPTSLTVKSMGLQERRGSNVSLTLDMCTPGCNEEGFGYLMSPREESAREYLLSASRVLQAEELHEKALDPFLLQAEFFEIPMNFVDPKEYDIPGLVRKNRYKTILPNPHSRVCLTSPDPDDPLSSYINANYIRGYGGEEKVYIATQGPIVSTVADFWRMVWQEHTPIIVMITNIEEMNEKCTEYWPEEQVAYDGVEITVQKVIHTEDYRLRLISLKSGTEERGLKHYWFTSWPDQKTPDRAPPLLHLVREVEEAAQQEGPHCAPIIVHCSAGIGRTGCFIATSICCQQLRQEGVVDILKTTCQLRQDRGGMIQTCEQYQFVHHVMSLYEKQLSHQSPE
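System: STEP phosphatase, cell-free reaction; Buffer or medium: Bis-Tris pH 6.0 buffer with DTT, detergent; Incubation: 20 min at room temperature, dark; Measured by: fluorescence, 480/540 nm.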
NadD block: inhibitors of Staphylococcus aureus NadD | purified NadD enzyme, colorimetric absorbance read-out | inhibition, % at 20 µM | AID 602399 | 360,000 tested, 0.78% active; in the data active = inhibition above about 26%; note: some compounds past the cut are filed as inactive
Rpn11 block: blocks the human proteasome subunit Rpn11. O00487. human 26S proteasome, Ub4-pepOG fluorescence polarization; 20S core pre-blocked with epoxomicin. calls only at 20 µM. 360,000 tested, 0.59% active. AID 588493;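 active = inhibition at 20 µM, scaled to each plate's controls, above about 33%, limit read from the data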
Target sequence (O00487 whole entry, looked up): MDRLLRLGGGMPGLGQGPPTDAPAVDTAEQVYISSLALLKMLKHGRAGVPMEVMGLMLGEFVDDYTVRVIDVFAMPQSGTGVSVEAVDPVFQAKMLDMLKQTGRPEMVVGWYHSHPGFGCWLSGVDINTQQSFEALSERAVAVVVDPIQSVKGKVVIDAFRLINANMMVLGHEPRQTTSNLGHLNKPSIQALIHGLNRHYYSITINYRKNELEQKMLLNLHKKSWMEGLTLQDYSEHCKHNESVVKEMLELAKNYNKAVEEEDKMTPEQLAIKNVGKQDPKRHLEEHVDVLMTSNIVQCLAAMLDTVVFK
DNMT1 block: inhibitors of human DNMT1. DNMT1 molecular beacon, Hinp1I cleavage, fluorescence. inhibition (reported as % activation of signal), % at 10 µM. 360,000 tested, 0.83% active. AID 588458; in the data active = inhibition above about 50%
LMPTP inh: blocks human LMPTP phosphatase | recombinant LMPTP-A, OMFP fluorogenic substrate, fluorescence intensity | inhibition, % at 20 µM | 360,000 tested, 0.22% active | AID 651560;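 active = compounds that cut the enzyme signal by at least half of the control window in the single-dose screen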;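 note: plate controls were DMSO wells with enzyme plus substrate for no effect and substrate without enzyme for full effect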
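Assay system: LMPTP-A enzyme. Input: 0.625 nM LMPTP-A final. Probe or stimulus: 400 µM OMFP. Compound dosing: single 20 µM dose. Schedule: 50 min dark incubation at room temperature. Detection: fluorescence intensity of OMFP turnover product. Read-out: percent inhibition versus substrate-only and uninhibited controls. Benchmarks: no-enzyme low control, uninhibited high control.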
SUMO1-SIM PPI: SUMO1-SIM interaction modulation; 360,000 tested, 0.33% active; SUMO1 binding to a labelled peptide, TR-FRET, 1 h; inhibition, % at 20 µM; AID 602429; P63165; in the data active = inhibition above about 37%
Target sequence (P63165 whole entry, looked up): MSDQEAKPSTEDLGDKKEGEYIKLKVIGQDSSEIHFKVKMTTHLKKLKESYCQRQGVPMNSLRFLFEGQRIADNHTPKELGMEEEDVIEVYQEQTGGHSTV
CSN deneddyl inh: blocks human CSN-mediated cullin deneddylation. Q92905. Purified CSN, SCF-Nedd8-OG deneddylation, fluorescence polarization. inhibition, % at 12.5 µM. 360,000 tested, 0.38% active. AID 651999;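 active = pattern-corrected inhibition above about 35%, with an unprinted fluorescence ratio check between 0.5 and 1.5, limit read from the data, passing the limit was not always enough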;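 note: 0% = enzyme with substrate and 100% = substrate without enzyme; some results filed as inactive read as strong as hits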
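Material: purified human Csn5 enzyme expressed in HEK293T cells / Medium: Tris buffer pH 7.5, NaCl, DTT, Tween-20, trehalose, ovalbumin / Compound dosing: 12.5 µM single point / Schedule: 90 min incubation of compound, enzyme and substrate at room temperature / Signal: fluorescence polarization of the substrate / Control set: no-enzyme wells high, enzyme-with-substrate wells low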
TbMetRS inhib: Trypanosoma brucei MetRS inhibition; 360,000 tested, 0.4% active; purified T. brucei MetRS, ATP depletion, Kinase-Glo luminescence; inhibition, % at 11.9 µM;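 active = inhibition above a per-plate cutoff of the control wells' mean inhibition plus 3 SD, cut at about 5.5% in these data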;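 note: 0% = DMSO wells median and 100% = median of wells with control inhibitor compound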
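Test system: purified T. brucei MetRS enzyme. Also added: ATP, methionine and E. coli bulk tRNA substrates. Compound: 11.9 µM single point. Schedule: 15 min enzyme-compound preincubation, 2 h reaction, 10 min detection, 25 °C. Signal: luciferase luminescence of residual ATP, Kinase-Glo. Evaluation: percent inhibition versus plate control medians. Controls: DMSO wells, low control.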
MsrA inh: inhibits bovine methionine sulfoxide reductase A. purified bovine MsrA, absorbance read-out. AID 651718. inhibition, % at 15.5 µM. 360,000 tested, 0.75% active; in the data active = inhibition above about 4.5%;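 note: 0% = vehicle wells with enzyme and 100% = reference inhibitor wells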
* = called active by the depositor; i = inactive; / = not tested or not shown.

Start of the listing, in advance, 3 compounds:
SMILES	Scp1 inh	STEP inh	NadD block	Rpn11 block	DNMT1 block	LMPTP inh	SUMO1-SIM PPI	CSN deneddyl inh	TbMetRS inhib	MsrA inh
Cc1ccc(C)c(NC(=O)CN(C)C(=O)c2cccc(S(=O)(=O)N(C)C)c2)c1	-5	1	-4	i	1	0.7	5	7	-0.5	-1.6
CN1C2CCC1CC(N(CCc1ccccc1)C(=O)c1ccc(Cl)cc1)C2 (configuration not stated)	-7	-4	-8	i	-1	-1.6	-1	-1	-1.0	0.3
CC(C)CCNC(=O)NC(=O)CSc1nnc(COc2ccccc2Cl)o1	8	-5	0	i	-1	0.1	5	3	-3.5	0.5

Main list, repeating the preview:
SMILES	Scp1 inh	STEP inh	NadD block	Rpn11 block	DNMT1 block	LMPTP inh	SUMO1-SIM PPI	CSN deneddyl inh	TbMetRS inhib	MsrA inh
Cc1ccc(C)c(NC(=O)CN(C)C(=O)c2cccc(S(=O)(=O)N(C)C)c2)c1	-5	1	-4	i	1	0.7	5	7	-0.5	-1.6
CN1C2CCC1CC(N(CCc1ccccc1)C(=O)c1ccc(Cl)cc1)C2 (configuration not stated)	-7	-4	-8	i	-1	-1.6	-1	-1	-1.0	0.3
CC(C)CCNC(=O)NC(=O)CSc1nnc(COc2ccccc2Cl)o1	8	-5	0	i	-1	0.1	5	3	-3.5	0.5
CSc1nc2ccc(Cl)cc2[nH]1	-10	0	-2	i	1	-1.0	1	-1	0.9	-0.4
Cc1ccc(NC(=O)CSc2ncn(-c3ccccc3)n2)cc1C	-5	1	-1	i	-2	-0.5	2	-3	-0.7	0.0
CN1/C(=C\C(=O)COC(=O)CNC(=O)c2ccccc2F)C(C)(C)c2ccccc21	-3	-1	-4	i	-3	-1.5	2	-6	-0.4	1.5
CCc1cc(C(=O)N2CCN(C(=O)c3ccccc3)CC2)sc1C	-1	2	1	i	0	-0.2	3	4	-0.5	-0.9
C#CCOCCOCCOCCNc1nc(N2CCN(C(=O)[C@H]([C@@H](C)CC)n3cc(CCCN=C(N)N)nn3)CC2)nc(N2CCN(C(=O)[C@H](Cc3ccc(O)cc3)n3cc(CCO)nn3)CC2)n1	0	-1	-3	i	1	3.5	-2	-4	-0.2	-0.4
Cc1cccc(NC(=S)N(CCCN2CCOCC2)Cc2ccco2)c1	-5	12	-3	i	0	-2.2	0	3	-0.5	1.8
Cc1ccc(S(=O)(=O)N2C3CCCCC3O[C@H]2CC(=O)OCc2ccccc2)cc1 (some centres not stated)	/	/	/	/	/	1.3	0	-1	-0.1	1.6
COc1cc(C2c3[nH]c4ccccc4c3CC3COC(=O)N32)cc(OC)c1O (configuration not stated)	2	-2	3	i	1	0.1	-3	1	-0.3	-0.6
CS(=O)(=O)c1ccc(Cl)c(NC(=O)C2CC(=O)N(Cc3ccccc3)C2)c1 (configuration not stated)	8	0	-5	i	0	-0.1	0	-1	0.2	-0.8
COC(=O)C(CCCCNC(=O)c1ccc([N+](=O)[O-])cc1)NC(=O)c1ccc([N+](=O)[O-])cc1 (configuration not stated)	-2	-2	-2	i	2	-1.0	-27	-4	-0.9	2.4
O=C1[C@@H]2C(c3cccnc3)=NO[C@@H]2C(=O)N1c1ccc(Cl)cc1Cl	-11	2	-2	i	-11	0.2	2	-3	0.2	-0.7
CCN(CC)CCCN(Cc1cc2cc3c(cc2[nH]c1=O)OCO3)C(=S)NCCOC	-4	4	-2	i	1	-1.3	2	-2	0.6	3.5
O=C(NCc1ccccc1)C1=C[C@@H](c2ccc(C(F)(F)F)cc2)C[C@@H](OCCCCO)O1	-4	-1	5	i	-8	-0.3	-10	-4	-0.2	0.7
O=C(CC1CC2CCC1C2)Nc1nc(-c2ccccn2)cs1 (configuration not stated)	-8	3	7	i	-5	0.8	2	-6	0.0	1.2
O=C1CCC(=O)N1Cc1c(Cl)cccc1Cl	-5	-2	-4	i	2	-2.1	-1	0	-0.4	-1.4
COc1ccccc1CNC(=O)C1CCN(S(=O)(=O)c2cccc3cccnc23)CC1	9	3	-5	i	-1	-1.5	4	0	-0.4	1.1
Cc1nc(NC(=O)c2ccccc2)sc1-c1cc(C(=O)N2CCOCC2)nn1Cc1ccccc1	/	-3	3	i	-4	0.7	10	1	-0.3	-0.7
CS(=O)(=O)N(CC(=O)NCc1ccccc1)C1CCCCC1	-2	-1	-1	i	6	0.0	1	0	-0.4	-0.5
CN(C)C(=O)C1C2NC(=S)N(c3cccc(Cl)c3)C1(C)Oc1ccc(Cl)cc12 (configuration not stated)	-8	0	-3	i	0	-0.5	-1	-5	-0.4	0.3
COC(=O)c1ccc(Nc2c([N+](=O)[O-])ccc3nonc23)cc1	-9	-1	-5	i	-1	0.4	-32	2	-0.3	0.0
c1ccc(CNCc2ccco2)cc1	-5	-3	-8	i	2	0.2	1	6	-0.5	0.4
Cc1cccc(NC(=O)c2ccc3c(c2)CCN3S(C)(=O)=O)c1	-3	-6	-5	i	-2	-0.9	0	4	-0.6	1.6
CCNC(=O)/C(C#N)=C/c1c(N2CCN(c3ccccc3)CC2)nc2c(C)cccn2c1=O	-12	-1	1	i	0	0.0	-6	4	-1.3	0.0
C/C=C/c1ccc(OCC(=O)N(CCOC)c2c(N)n(CCCC)c(=O)[nH]c2=O)c(OC)c1	-1	-2	2	i	2	-1.1	6	2	-0.2	-1.0
COc1cc(/C=C/C(=O)O)ccc1OCc1ccccc1C#N	1	2	0	i	0	-0.5	-6	-2	-1.2	0.0
Cc1ccc(CN2C(=O)c3ccccc3NC2c2ccccn2)cc1 (configuration not stated)	-6	-2	-2	i	2	-0.1	2	0	0.1	0.5
O=C(CS(=O)c1ccc(C(F)(F)F)cc1[N+](=O)[O-])Oc1ccc(Cl)cc1 (configuration not stated)	-6	-1	-6	i	1	-0.5	-24	2	1.1	-0.5
Cc1ccc2nc(-c3ccccc3)cc(C(=O)N3CCN(c4ccccc4O)CC3)c2c1	-3	0	14	i	-7	4.1	1	1	-0.3	0.8
CCc1nc2c(cnn2-c2ccc(F)cc2)c(=O)n1-c1ccc(N2CCC(C)CC2)cc1	-6	4	6	i	-5	6.7	6	14	-0.8	1.8
O=C(CC(=O)Nc1ccc(F)cc1F)Nc1ccc(F)cc1F	-7	4	-2	i	2	-0.6	3	0	0.4	1.3
COC(=O)C1=C[C@@H](C(=O)OC)C2C3=C(C(=O)C24CCCCC4)[C@H](C)n2c(=O)n(-c4ccccc4)c(=O)n2[C@@H]3C1 (some centres not stated)	-4	4	-5	i	-6	-1.1	6	-4	-0.3	-0.6
COc1ccc(OC)c(S(=O)(=O)N2CCC(NC(=O)c3ccccc3)CC2)c1	-10	-3	-8	i	0	-0.8	2	-2	-0.1	1.3
COc1ccc(C(=O)N2CCN(c3cnn(-c4ccccc4)c(=O)c3Cl)CC2)cc1	-4	-4	-5	i	2	-1.6	-10	-1	-0.4	4.7*
CCOC(=O)C1CCCN(C(=O)COc2ccc(S(=O)(=O)N(CC)c3ccccc3)cc2)C1 (configuration not stated)	-5	-2	-5	i	-1	-0.8	-3	1	-0.5	-1.6
COc1ccccc1CN1CC(C(=O)NCCc2ccc(Cl)cc2)CC1=O (configuration not stated)	-6	-1	4	i	-4	-1.6	0	3	0.1	-0.1
COc1cccc(OCc2cc(C(=O)N3CCN(C)C(c4ccccc4)C3)no2)c1 (configuration not stated)	-4	-1	-10	i	-3	1.5	1	2	-0.6	/
Cc1ccnc(NS(=O)(=O)c2ccc(Oc3ccccc3)cc2)c1	-7	-3	-5	i	-6	0.1	1	-6	-0.9	1.0
CC(Cc1cccnc1)NC(=O)c1cc(COc2ccc(F)cc2F)on1 (configuration not stated)	-2	1	1	i	3	-0.3	2	-2	0.4	0.0
COc1ccc(NC(=O)COc2ccccc2C#N)c(S(=O)(=O)N2CCCCC2)c1	-3	0	-6	i	-4	-1.8	1	-2	-0.9	-0.5
O=C(Nc1ccccc1)C1=C(c2ccccc2)S(=O)(=O)CCS1(=O)=O	-4	-1	-1	i	13	-0.9	6	-1	0.3	0.0
N#CCCN(Cc1ccccc1)C(=O)c1cccs1	-7	1	-1	i	3	-1.6	3	3	-0.4	-1.0
O=C(/C=C\c1ccccc1)Oc1cccc2cccnc12	9	0	3	i	12	-0.8	-1	11	-1.4	-0.5

Two of these compounds in another layout:
SMILES | Scp1 inh | STEP inh | NadD block | Rpn11 block | DNMT1 block | LMPTP inh | SUMO1-SIM PPI | CSN deneddyl inh | TbMetRS inhib | MsrA inh
N#CCCN(Cc1ccccc1)C(=O)c1cccs1 | -7 | 1 | -1 | i | 3 | -1.6 | 3 | 3 | -0.4 | -1.0
CC(C)CCNC(=O)NC(=O)CSc1nnc(COc2ccccc2Cl)o1 | 8 | -5 | 0 | i | -1 | 0.1 | 5 | 3 | -3.5 | 0.5

Further structures follow.
SMILES	Scp1 inh	STEP inh	NadD block	Rpn11 block	DNMT1 block	LMPTP inh	SUMO1-SIM PPI	CSN deneddyl inh	TbMetRS inhib	MsrA inh
CC/C(=N\O)c1ccc(O)c(OC)c1	-8	2	0	i	2	-0.7	0	1	-0.6	-0.9
COc1cc2c(cc1OC)CN(C(=O)c1cccs1)CC2	-17	-1	2	i	-6	-0.2	-2	10	-0.7	0.9
Cc1oc(-c2cccc(Cl)c2)nc1CS(=O)(=O)CC(=O)NCCN1CCCC1	-12	2	-1	i	-3	-2.9	-4	-3	0.1	-0.7
CCOc1ccccc1CN1CCN(C2CCN(c3ccccc3F)CC2)CC1CCO (configuration not stated)	3	-2	-3	i	2	-1.2	2	-4	-1.3	-0.6
CCCCCC(=O)N1C[C@@H](n2cc(C3CC3)nn2)[C@H](O)C[C@@H]1c1ccccc1	/	0	2	i	0	-0.2	3	2	-1.4	0.7
C=CCn1c(SCC(=O)NC)nc2sc3c(c2c1=O)CCC3	-5	-2	-5	i	1	0.7	0	0	-0.3	1.2
Cc1nnc(SCC(=O)NC2CCCC2)n1C(C)C	0	0	-3	i	2	0.5	0	4	-0.4	-0.8
COc1cc(OC)cc(C(=O)N2CCN(Cc3ccccc3[N+](=O)[O-])CC2)c1	-7	0	6	i	0	0.4	-6	-3	-0.9	0.7
COc1ccc(NC(=O)CCC(=O)c2ccc(F)cc2)cc1	-5	0	-4	i	0	0.5	4	0	-0.6	2.3
c1ccc2cc(OCCOCCOc3ccc4ccccc4c3)ccc2c1	-27	-2	-3	i	8	5.9	-1	4	-1.2	0.1
COc1ccc(Cl)cc1-c1cc(C(=O)NCC2CCCCC2)[nH]n1	/	-2	-4	i	-3	0.1	4	-4	-0.4	-0.6
CC(=O)Nc1ccc(S(=O)(=O)N2CCN(CCCOc3cc(C)ccc3C)CC2)cc1	-6	-1	2	i	1	2.8	3	6	0.7	0.2
